Screening data (PubChem BioAssay)
FXIa inh: human FXIa protease inhibitors, primary screen, biochemical, 1536-well; inhibition, % at 5 µM; AID 798, 2007; hit rate 0.14% among 220,000; Coagulation factor XI (Homo sapiens), P03951; purified FXIa, Boc-Glu-Ala-Arg-AMC fluorogenic substrate;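 active = inhibition of at least 40%; inactive = inhibition below 40%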;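 also: fluorescence of freed AMC excited at 355 nm; 0% = enzyme without compound and 100% = no enzyme blank; many of its hits are not listed in these tables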
Target sequence (P03951 19-387 limits assumed): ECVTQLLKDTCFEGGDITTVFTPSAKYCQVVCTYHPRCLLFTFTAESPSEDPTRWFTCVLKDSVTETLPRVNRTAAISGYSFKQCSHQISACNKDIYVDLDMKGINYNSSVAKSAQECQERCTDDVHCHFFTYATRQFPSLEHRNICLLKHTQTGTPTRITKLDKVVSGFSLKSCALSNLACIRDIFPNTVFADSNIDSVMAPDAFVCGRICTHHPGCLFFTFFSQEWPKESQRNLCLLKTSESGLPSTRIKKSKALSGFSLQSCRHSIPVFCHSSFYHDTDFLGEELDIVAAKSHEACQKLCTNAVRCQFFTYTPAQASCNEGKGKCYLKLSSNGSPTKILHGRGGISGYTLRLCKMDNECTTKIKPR
Target sequence (P03951 388-625 limits assumed): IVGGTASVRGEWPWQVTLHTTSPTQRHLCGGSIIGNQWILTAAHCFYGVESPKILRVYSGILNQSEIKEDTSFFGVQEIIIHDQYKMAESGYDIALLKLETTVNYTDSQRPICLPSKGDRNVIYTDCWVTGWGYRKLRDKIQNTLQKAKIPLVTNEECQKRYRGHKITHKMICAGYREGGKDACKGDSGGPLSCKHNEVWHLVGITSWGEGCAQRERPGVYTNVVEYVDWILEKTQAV
KCC2 mod: KCC2 cotransporter modulators, thallium flux, primary screen, cell-based, HEK293 KCC2, FluoZin-2 fluorescence, MLSMR; KCC2 cells, thallium flux FluoZin-2 fluorescence; Solute carrier family 12 member 5 (Homo sapiens), Q9H2X9; AID 1456, 2008; B-score of Tl+ flux slope (higher = more flux/activation; lower = inhibition) at 10 µM; hit rate 2.2% among 190,000;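 active = thallium flux slope and its plate-corrected score both differing from the plate sample mean at a set confidence after two filtering rounds, in either direction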;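 also: slope of fluorescence scaled to starting intensity during 10 to 20 s after thallium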
Hck-Nef inh: inhibitors of Nef-activated human Hck kinase, primary screen, biochemical, Z-Lyte FRET, 384-well, Hck-YEEI. Tyrosine-protein kinase HCK (Homo sapiens), P08631. hit rate 0.68% among 220,000. Recombinant Hck-YEEI plus Nef, Z-Lyte FRET kinase assay. inhibition, % at 20 µM. AID 463187, 2010;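 active = Hck-Nef kinase inhibition above about 50%, limit read from the data; inactive = inhibition below that limit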;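 also: 0% = DMSO with Hck plus Nef and 100% = Hck alone without Nef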
KLK5 inh: human KLK5 protease inhibitors, primary screen, biochemical, 1536-well. recombinant hK5, fluorogenic AMC substrate cleavage. AID 873, 2007. hit rate 0.59% among 210,000. inhibition, % at 5 µM;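 active = inhibition of 40% or more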;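 also: 0% = enzyme controls without compound and 100% = no-enzyme blanks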
Target sequence (Q9Y337 67-293 limits assumed): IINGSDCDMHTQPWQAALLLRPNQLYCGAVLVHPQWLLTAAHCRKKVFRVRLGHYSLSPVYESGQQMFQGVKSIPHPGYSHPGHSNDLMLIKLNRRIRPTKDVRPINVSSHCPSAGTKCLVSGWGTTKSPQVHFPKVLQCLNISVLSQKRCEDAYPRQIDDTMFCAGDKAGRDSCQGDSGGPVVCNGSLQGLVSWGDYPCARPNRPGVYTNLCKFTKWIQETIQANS
Rad51 HR inh: human RAD51 strand exchange inhibitors, primary screen, biochemical, fluorescence | DNA repair protein RAD51 homolog 1 (Homo sapiens), Q06609 | hit rate 0.085% among 200,000 | hRad51 DNA strand exchange, fluorescence dequenching | inhibition, % at 10 µM;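 active = inhibition above 40% at the single screening dose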;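 also: 0% = DMSO control wells and 100% = blanks with heterologous ssDNA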
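Test system – preformed human Rad51 ssDNA filaments · Reagent – Donor/quencher-labelled 47-bp dsDNA substrate · Incubation – 37 °C 15-min filament assembly, 30-min compound preincubation, 15-min exchange · Signal – FRET fluorescence dequenching, excitation 485 nm, emission 520 nm · Read-out – percent inhibition from fluorescence, normalised to plate control and blank means · Benchmarks – plate control and blank wells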
FXIIa inh 1536: human FXIIa protease inhibitors, primary screen, biochemical, 1536-well. inhibition, % at 5 µM. Coagulation factor XII (Homo sapiens), P00748. AID 800, 2007. purified FXIIa, Boc-QGR-AMC fluorogenic substrate, 2 h. hit rate 0.3% among 220,000; in the data active = inhibition above about 40%;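 also: 0% = enzyme with no compound and 100% = blank without enzyme; many of its hits are not listed in these tables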
L929 necroptosis: inhibitors of zVAD-triggered necroptosis, primary screen, L929 cells; L929 zVAD necroptosis rescue, ATP luminescence, 24 h; with zVAD 60 µM; viability rescue, % at 10 µM; hit rate 0.38% among 220,000;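 active = activation, scaled between plate controls, above about 75%, limit read from the data; inactive = activation under that limit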;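 also: 0% = zVAD with DMSO and 100% = DMSO alone without zVAD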
TNF necrop inh: inhibitors of TNF-alpha triggered necroptosis, primary screen, cell-based, Jurkat FADD-/-, single concentration | activation (protection from cell death), % at 10 µM | hit rate 0.068% among 220,000 | Jurkat FADD-/- TNF necroptosis rescue, ATP luminescence, 24 h; 0 = TNF only, 100 = no-TNF cells;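 active = activation, meaning protection from cell death, of at least 50% relative to plate controls; inactive = activation below 50%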;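 also: necroptosis triggered by 40 ng/mL TNF-alpha added together with compound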
thrombin 1536: human alpha-thrombin inhibitors, primary screen, counter-screen for coagulation protease inhibitor project, biochemical, 1536-well, fluorogenic AMC substrate. AID 1046, 2008. Boc-VPR-AMC fluorogenic substrate cleavage. inhibition, % at 5 µM. hit rate 0.26% among 220,000;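 active = inhibition at or above 40%; inactive = inhibition below 40%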;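 also: 0% = enzyme with no compound and 100% = wells without enzyme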
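System: human alpha-thrombin protein; Compound dosing: one concentration per compound, 5 µM, with 0.2% DMSO; Timing: reaction at room temperature; Technique: AMC fluorescence, 355/460 nm; Controls: enzyme without compound as high, wells lacking enzyme as low.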
Numbers without * were called inactive; . = no result given; & = joins results of further samples. This is a subset; count on the stated rates, not on these rows.

SMILES	FXIa inh	KCC2 mod	Hck-Nef inh	KLK5 inh	Rad51 HR inh	FXIIa inh 1536	L929 necroptosis	TNF necrop inh	thrombin 1536
CSc1cccc(NC(=O)N2CCCC(CNS(=O)(=O)Cc3ccccc3)C2)c1 (stereo not drawn)	-5.7	-0.995	10.1	-12.0	4.6	5.3	11.2	2.6	-4.8
O=C(Nc1ccc(S(=O)(=O)NC2=NCCCCC2)cc1)C1COc2ccccc2O1 (stereo not drawn)	-2.4	0.694	11.2	-0.3	40.5*	10.4	-0.2	2.0	0.1
CS(=O)(=O)N(Cc1ccc(Cl)cc1)c1ccc(C(=O)NCCSc2ccccn2)cc1	10.7	0.137	3.7	0.6	.	16.2	1.3	2.2	4.0
CC(C)Cc1nnc(NC(=O)Nc2ccccc2)s1	-6.3	.	20.3	-6.5	7.7	2.1	58.9	2.3	-12.7
CCN(CC)CCOCCOc1cc(C)c(Cl)c(C)c1	-11.4	-0.0894	0.5	-2.4	-4.6	-2.9	0.2	2.4	-5.0
O=c1[nH]c2ccccc2nc1/C=C/c1ccc(O)cc1	-0.3	-2.08	18.1	2.1	-21.8	8.8	81.4*	-6.2	-6.4
O=C(Cc1ccc(Cl)cc1)Nc1ccc(N2CCN(C(=O)c3ccco3)CC2)c(Cl)c1	-5.8	-0.753	3.7	3.6	-3.1	9.9	1.6	2.4	-2.7
Cn1c(O)c(N=NC(=O)c2cccc(S(=O)(=O)N3CCCCC3)c2)c2ccccc21	-5.7	-1.73	0.0	4.0	4.6	2.8	2.0	2.1	-5.2
O=C(O)CSc1nc2ccc(Cl)cc2[nH]1	0.2	.	-0.4	11.7	-0.9	1.5	0.8	-0.4	-6.2
CC(C)COC(=S)Nc1ccccc1	3.5	9.3*	-23.0	-15.7	1.5	4.0	-0.6	-2.2	-4.0
Cc1nc2cc(C(F)(F)F)ccc2n1C	-1.6	-0.141	9.9	-4.4	-2.3	-1.6	0.9	1.2	.
COc1cc([N+](=O)[O-])ccc1NC(=O)COC(=O)c1ccc(NC(N)=O)cc1	-1.1	-0.132	32.7	1.9	18.4	4.6	78.4*	2.6	-4.0
C/C(=N\Nc1nc2ccccc2nc1C)c1ccccc1O	5.8	-0.296	9.0	10.7	-4.1	5.5	1.7	-0.2	-0.3
N/C(COc1ccc(F)cc1)=N\NC(=O)c1cccnc1Oc1ccccc1	-0.6	-0.196	-2.6	1.3	2.0	13.1	0.1	-3.3	2.7
CCC(Sc1nc(N)cc(=O)[nH]1)C(=O)NC(C(=O)OC)c1ccccc1 (stereo not drawn)	-5.8	-0.0106	-0.6	-0.5	5.4	-4.3	0.6	0.3	-6.0

Sorted by value in KLK5 inh (rising): 3 of the compounds above.
mol | KLK5 inh
CSc1cccc(NC(=O)N2CCCC(CNS(=O)(=O)Cc3ccccc3)C2)c1 (stereo not drawn) | -12.0
O=c1[nH]c2ccccc2nc1/C=C/c1ccc(O)cc1 | 2.1
C/C(=N\Nc1nc2ccccc2nc1C)c1ccccc1O | 10.7

Other results follow:
SMILES	FXIa inh	KCC2 mod	Hck-Nef inh	KLK5 inh	Rad51 HR inh	FXIIa inh 1536	L929 necroptosis	TNF necrop inh	thrombin 1536
Cc1noc(C)c1S(=O)(=O)Nc1ccc(C(=O)N2CCN(c3cccc(Cl)c3)CC2)cc1	2.9	.	0.0	-16.1	7.4	-1.4	1.1	1.8	-3.8
Cc1cc(NC(=O)CSc2nnc(-c3ccccc3)n2C)no1	-3.5	-0.0728	16.3	0.9	-24.6	9.8	2.8	-0.7	-2.4
NS(=O)(=O)c1ccc(CCNC(=O)CN2CCN(c3ccc(F)cc3)CC2)cc1	1.3	1.64	2.4	-17.1	0.3	11.1	0.2	0.3	-0.5
O=C(Nc1cccnc1)c1ccc(COCC(F)(F)F)cc1	3.8	-0.694	12.5	-9.9	-1.2	23.4	0.2	0.8	2.4
Cc1cc(C)cc(C(=O)NCC(=O)OCC(=O)N(C)c2ccccc2)c1	-5.2	1.11	-39.7	-2.4	-9.3	.	-0.5	0.3	-6.7
O=C(CSc1ccsc1[N+](=O)[O-])NCc1ccccc1	-1.3	-0.287	26.8	-8.8	0.8	8.4	21.9	2.0	-12.7
O=C(NCCN1C(=O)S/C(=C\c2cccnc2)C1=O)c1ccc(S(=O)(=O)N2CCCC2)cc1	-3.3	-1.2	25.0	-3.0	.	1.1	0.4	2.2	-3.0
COc1ccccc1N1CC(C(=O)Nc2nnc(SCc3ccccn3)s2)CC1=O (stereo not drawn)	3.4	0.0725	5.0	0.4	6.1	9.5	0.1	1.6	-2.8
CC(C)CNC(=O)COC(=O)c1ccc([N+](=O)[O-])cc1Cl	8.0	0.00825	2.5	-10.8	13.6	13.4	0.9	0.1	-0.9
COc1cc(OC)c2c(C)cc(=O)oc2c1C(CCN1CCOCC1)c1ccc2c(c1)OCO2 (stereo not drawn)	1.5	-1.04	28.3	0.7	0.7	6.0	-1.1	0.1	2.6
CCOc1ccc(-n2cc(C(=O)N3CCCCCC3)c3cc(OC)c(OC)cc3c2=O)cc1	-3.5	-0.0595	0.5	-9.6	2.0	17.3	-0.6	-0.5	-0.9
CCN(C(=O)CCCC(=O)N(CC)c1ccccc1)c1ccccc1	-0.6	-1.19	4.4	-16.3	.	4.4	-0.3	0.2	-4.1
CCc1nn2c(N)c(/C=C3\C=Nc4ccccc43)c(=O)nc2s1	3.8&7.1	-1.22&-0.13	43.7&2.4	3.2&-6.8	-8.6	9.0&8.2	-0.6&0.1	1.7&1.0	-1.5
CC(C)CC(NC(=O)c1ccccc1NC(=O)c1ccccc1)C(=O)O (stereo not drawn)	-4.4	-0.025	2.9	-11.3	-49.4	2.3	0.3	-0.3	1.3
COc1ccc(NC(=O)CSc2cccc3cccnc23)c(OC)c1	23.6	-1.04	1.2	-25.4	.	20.6	0.2	1.9	-9.0

Sorted by length of the SMILES (falling): eleven of the compounds above
SMILES	FXIa inh	KCC2 mod	Hck-Nef inh	KLK5 inh	Rad51 HR inh	FXIIa inh 1536	L929 necroptosis	TNF necrop inh	thrombin 1536
O=C(NCCN1C(=O)S/C(=C\c2cccnc2)C1=O)c1ccc(S(=O)(=O)N2CCCC2)cc1	-3.3	-1.2	25.0	-3.0	.	1.1	0.4	2.2	-3.0
Cc1noc(C)c1S(=O)(=O)Nc1ccc(C(=O)N2CCN(c3cccc(Cl)c3)CC2)cc1	2.9	.	0.0	-16.1	7.4	-1.4	1.1	1.8	-3.8
COc1cc(OC)c2c(C)cc(=O)oc2c1C(CCN1CCOCC1)c1ccc2c(c1)OCO2 (stereo not drawn)	1.5	-1.04	28.3	0.7	0.7	6.0	-1.1	0.1	2.6
CCOc1ccc(-n2cc(C(=O)N3CCCCCC3)c3cc(OC)c(OC)cc3c2=O)cc1	-3.5	-0.0595	0.5	-9.6	2.0	17.3	-0.6	-0.5	-0.9
COc1ccccc1N1CC(C(=O)Nc2nnc(SCc3ccccn3)s2)CC1=O (stereo not drawn)	3.4	0.0725	5.0	0.4	6.1	9.5	0.1	1.6	-2.8
CC(C)CNC(=O)COC(=O)c1ccc([N+](=O)[O-])cc1Cl	8.0	0.00825	2.5	-10.8	13.6	13.4	0.9	0.1	-0.9
CCc1nn2c(N)c(/C=C3\C=Nc4ccccc43)c(=O)nc2s1	3.8&7.1	-1.22&-0.13	43.7&2.4	3.2&-6.8	-8.6	9.0&8.2	-0.6&0.1	1.7&1.0	-1.5
CCN(C(=O)CCCC(=O)N(CC)c1ccccc1)c1ccccc1	-0.6	-1.19	4.4	-16.3	.	4.4	-0.3	0.2	-4.1
COc1ccc(NC(=O)CSc2cccc3cccnc23)c(OC)c1	23.6	-1.04	1.2	-25.4	.	20.6	0.2	1.9	-9.0
O=C(CSc1ccsc1[N+](=O)[O-])NCc1ccccc1	-1.3	-0.287	26.8	-8.8	0.8	8.4	21.9	2.0	-12.7
O=C(Nc1cccnc1)c1ccc(COCC(F)(F)F)cc1	3.8	-0.694	12.5	-9.9	-1.2	23.4	0.2	0.8	2.4

(cont.)
SMILES	FXIa inh	KCC2 mod	Hck-Nef inh	KLK5 inh	Rad51 HR inh	FXIIa inh 1536	L929 necroptosis	TNF necrop inh	thrombin 1536
Cc1ccc(-c2csc3nc4c5ccccc5c(NCCCN(C)C)nn4c(=O)c23)cc1	-8.7	-0.286	43.9	-40.7	-44.3	-4.3	-4.6	-17.3	-23.9
Cc1ccc(S(=O)(=O)NC2CCCCC2)c(C)c1NS(C)(=O)=O	2.1	-0.57	-12.2	2.9	-3.6	9.0	0.5	-0.2	-1.5
CCCn1c(CCc2ccccc2)nnc1SCC(=O)N1CCOCC1	3.0	.	1.6	35.3	9.4	9.5	-0.1	-1.7	8.3
CC1CCN(C(=S)NCCc2ccccc2)CC1	-12.7	0.0149	-17.7	-14.6	5.7	8.4	0.3	0.2	-0.7
O=C(NCCc1ccc(Cl)cc1)/C(=C/c1cccnc1)NC(=O)c1ccccc1	16.7	-0.118	-1.0	-8.0	-7.4	22.4	-0.8	1.5	15.5
CN(C)c1cccc(C(=O)Nc2cccc(F)c2)c1	-5.8	-0.282	18.2	-4.2	4.2	-12.8	0.9	-1.8	-3.9
O=C(c1cccc2ccccc12)N1CCC(N2CCN(c3ccccc3)CC2)CC1	6.5	1.08	1.1	-0.7	-10.2	16.0	-0.1	-3.2	2.4
S=c1nc(-c2ccccc2)n(CCCn2ccnc2)c2c1CCCC2	6.8	0.931	-1.4	-4.1	-10.5	14.3	1.6	2.1	7.9
CCCc1ccc(C(=O)CCC(=O)O)cc1	4.2	0.678	-3.2	-2.7	-1.2	10.2	4.6	0.0	2.5
CCc1ccc2nc(NC(=O)CCCc3cccs3)sc2c1	0.9	-0.0457	2.5	-9.6	.	16.0	0.8	3.0	1.0
Cc1cccc(NC(=O)c2cc3ccccc3nc2C)c1	-4.4	-0.313	-7.9	-1.0	-15.7	3.3	-0.3	0.5	-7.4
CC(=O)N1CCN(c2ccc(NC(=O)COc3ccc(Cl)cc3Cl)cc2)CC1	-13.9	-1.39	1.1	10.9	2.0	12.6	-0.1	-7.5	1.4
Cc1cccn2cc(CSc3ccccc3N)nc12	-0.8	.	1.6	5.4	2.7	13.2	2.3	-2.6	-0.3
O=[N+]([O-])c1ccc2nc(-c3ccccc3)cc(-c3ccccc3)c2c1	7.8	0.251	6.0	-15.6	0.6	4.6	0.9	0.4	-4.6
Cc1cc(C)cc(Oc2cc(NC(=O)c3cn(C)nc3C)cc([N+](=O)[O-])c2)c1	-3.8	0.421	2.0	-20.1	-3.7	11.4	0.7	-1.3	5.0
O=C(NCc1cccnc1)c1cnc2sccn2c1=O	0.8	-0.194	-1.4	2.4	5.9	6.7	-0.6	0.8	1.8
